# Tau fluor cs: counter-screen for tau fibril formation inhibitors. tau K18 P301L Alexa594 fluorescence, heparin fibrillization. Potency, µM (series often up to 57.7 µM), without a hit: top-dose activity change, negative = decrease. 280,000 tested, 0.93% active; further: on the % scale 0 is the no-effect control and ±100 the full control effect; nearly all actives have a fitted effect of over 55% in size
#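 Human tau K18 P301L (15 uM unlabeled, 0.24 uM Alexa 594-labeled) in 100 mM sodium acetate pH 7 with 20 uM heparin, 6 hr at 37 C. ThT 30 uM added, 1 hr ambient; Alexa 594 FP and total fluorescence read at 555/632 nm.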
# Tau ThT inhib: tau fibrillization inhibition (ThT binding); recombinant tau K18 P301L (four-repeat tau fragment), heparin-induced fibrillization, ThT fluorescence; P10636; Potency, µM (series often up to 57.4 µM), without a hit: at the top dose activity, negative = inhibition, usual class: inhibitors; 270,000 tested, 2.1% active; further: on the % scale 0 is the no-effect control and ±100 the full control effect; nearly all actives have a fitted effect of over 55% in size
# Target sequence (P10636 561-689 P618L limits assumed): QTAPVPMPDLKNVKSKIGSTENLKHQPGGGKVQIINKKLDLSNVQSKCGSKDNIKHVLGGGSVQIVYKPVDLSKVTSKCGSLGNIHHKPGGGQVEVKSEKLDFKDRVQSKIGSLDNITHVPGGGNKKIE
#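 Recombinant human tau K18 fragment […] carrying P301L, 15 uM unlabeled plus 0.24 uM Alexa 594-labeled, was fibrillized with 20 uM heparin in 100 mM sodium acetate pH 7 for 6 hr at 37 C; 30 uM ThT fluorescence read after 1 hr.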
# GAA spleen mod: inhibitors or activators of human alpha-glucosidase in spleen homogenate; human spleen homogenate, 4-MU-alpha-glucoside fluorescence; 240,000 tested, 0.006% active; Potency, µM (titrated, usually from 79.9 µM), for the others: at the highest dose activity change, negative = inhibition, actives largely listed as inhibitors; AID 2112;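 further: 0% = enzyme with vehicle and -100% = no enzyme basal signal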
#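 Human spleen homogenate (1 ug) incubated with compounds and 1 mM 4-methylumbelliferyl-alpha-D-glucopyranoside in pH 5.0 citrate/phosphate buffer, 37 C, 40 min. Stopped at pH 10; 4-MU fluorescence (Ex 365/Em 440 nm); AC50 by Hill fit.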
# HTT cytoprotect: cytoprotection in Huntington HTT-Q103 PC12 cell model; Potency, µM (doses to about 56.4 µM), without a hit: cytoprotection (ATP increase), actives largely listed as activators; PC12 HTT-Q103 induced, cytoprotection, ATP luminescence, 40 h; AID 1471; 230,000 tested, 0.14% active;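 further: % of control where 0% means no effect; nearly all actives have a fitted effect of over 45% in size; toxic huntingtin expression switched on by the ecdysone agonist tebufenozide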
#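 Rat PC12, Q103 Htt exon1-GFP fusion, ecdysone promoter; tebufenozide inducer 100 nM final; compound titration; qHTS, 1500 cells/well; ATPlite luminescent read.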
# GAA inhib: alpha-glucosidase (human) inhibition. P10253. AID 1466. Potency, µM (series often up to 76.9 µM), for inactives: at the highest dose activity change, negative = inhibition, actives largely listed as inhibitors. purified human GAA, 4-MU-alpha-glucoside fluorescence. 200,000 tested, 0.005% active;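 further: plate controls were uninhibited enzyme wells for no effect and no-enzyme background for full effect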
#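 Human enzyme at 4 nM with 400 uM 4-methylumbelliferyl-alpha-D-pyranoside, citrate/phosphate buffer pH 5.0, 0.005% Tween-20, 20 min at room temperature. Compounds up to 77 uM. 4-MU fluorescence (Ex 365/Em 440) read after NaOH/glycine stop; AC50 from Hill fit.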
# GAA glycogen mod: GAA glycogen-cleavage inhibition or activation; P10253; recombinant GAA, glycogen substrate, Amplex Red glucose oxidase fluorescence; Potency, µM (doses to about 76.4 µM), for the others: at the top dose activity change, negative = inhibition, usual class: inhibitors; 300,000 tested, 0.38% active;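 further: 0% = full enzyme reaction and -100% = no-enzyme basal signal; the screen sought inhibitors and activators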
#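 qHTS, 1536-well; enzyme 4 nM final; cpd up to 77 uM; substrate bovine liver glycogen 30 ug; 50 mM citrate/phosphate pH 5.0, 0.01% Tween-20; 37 C, 40 min; Amplex Red detection 45 min RT; Hill fit → AC50.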
# Tau fibril FP: inhibitors of human tau fibril formation. AID 1468. 280,000 tested, 0.39% active. Potency, µM (titrated, usually from 57.7 µM), for inactives: at the top dose activity, negative = inhibition, most hits filed as inhibitors. K18 P301L tau heparin fibrillization, Alexa594 FP, 6 h; further: on the % scale 0 is the no-effect control and ±100 the full control effect; nearly all actives have a fitted effect of over 55% in size
#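 Steps: dispense K18 P301L tau (15 uM plus 0.24 uM Alexa 594 tracer, final) in pH 7 sodium acetate; add compound; add heparin (20 uM final); incubate 6 hr, 37 C; add ThT (30 uM final); after 1 hr ambient, read FP.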
# aGal spleen mod: alpha-galactosidase A (human) modulation | human spleen homogenate, 4MU-alpha-Gal fluorescence, 40 min | Potency, µM (highest dose often 80 µM), for inactives: top-dose activity change, negative = inhibition, hits mostly inhibitors | 240,000 tested, 0.008% active;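 further: 0% = enzyme with vehicle and -100% = no enzyme basal signal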
# Target sequence (P06280 32-429 limits assumed): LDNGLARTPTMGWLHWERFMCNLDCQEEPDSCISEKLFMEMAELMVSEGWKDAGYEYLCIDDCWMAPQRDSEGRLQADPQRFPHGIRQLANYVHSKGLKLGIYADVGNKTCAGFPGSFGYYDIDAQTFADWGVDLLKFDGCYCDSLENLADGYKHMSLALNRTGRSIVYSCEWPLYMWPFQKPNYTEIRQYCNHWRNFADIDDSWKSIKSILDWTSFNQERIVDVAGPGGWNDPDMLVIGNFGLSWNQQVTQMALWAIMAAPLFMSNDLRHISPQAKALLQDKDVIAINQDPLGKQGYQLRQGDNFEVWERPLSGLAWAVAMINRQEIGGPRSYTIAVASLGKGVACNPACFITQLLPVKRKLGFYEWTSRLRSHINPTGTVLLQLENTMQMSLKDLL
#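 qHTS titration in buffer at pH 5.0. Alpha-galactosidase activity in spleen homogenate was measured via 4-methylumbelliferone release from 1 mM fluorogenic substrate after 40 min at 37C and a pH 10 stop. AC50 came from Hill fits of control-normalized data.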
# Starred values were filed as active, the others as inactive; ? = inconclusive; . = not tested or not shown; & = joins results of further samples; [ ] = remark or other dose. The call rests on the fitted dose curve; in most records, active means well fitted curve in the direction sought with a large enough effect; inconclusive means small, poorly fitted or top-dose-only effect, or another doubt; inactive means no such curve, though single readings can be large; an effect the other way counts as inactive or inconclusive. Potency means the concentration at half of the fitted maximal effect.
SMILES,Tau fluor cs,Tau ThT inhib,GAA spleen mod,HTT cytoprotect,GAA inhib,GAA glycogen mod,Tau fibril FP,aGal spleen mod
Cc1ccc(C2CC(c3cccc(Br)c3)Nc3nnnn32)cc1 (stereo not drawn),-10%,-13%,19%,26%[10 µM],-3%,-11%,5%,6%
O=C(c1cc2ccccc2oc1=O)N(Cc1cccs1)Cc1cccs1,-14%,-16%,-14%,1%[10 µM],-8%,4%,-9%,-9%
COC(=O)C1=C(C)NC(C)=C(C(=O)OCCSc2ccccc2)C1C (stereo not drawn),?,-15%,1%&2%,-99%[inhibitor],.,.,8%,-6%&10%
O=C(NCc1ccco1)c1csc2c1CCCC2,1%,-8%,-1%,-4%[10 µM],1%,5%,8%,2%
O=C(CSCc1ccccc1)NNC(=S)Nc1cccc(Cl)c1Cl,?,-29%,-5%,23%[10 µM],1%,-7%,5%,-10%
CS(=O)(=O)N(CC(=O)Nc1ccccc1C(=O)N1CCOCC1)c1ccc2c(c1)OCO2,-7%,-5%,-1%,-4%,-12%,1%,-1%,-2%
CC12CC(c3ccccc3O1)C(/C(N)=N/NC(=O)c1ccc(F)cc1)C(=O)N2 (stereo not drawn),0%,-9%,-1%,-8%[10 µM],?,-3%,4%,0%
CCc1ccc(NC(=O)c2cnn(-c3ccccc3)c2C)cc1,-11%,-12%,8%,.,0%,-4%,5%,-18%
CSc1nnc(-c2ccc(NC(N)=S)cc2)o1,4%,6%,-1%,-7%[10 µM],-1%,6%,2%,-8%
COc1ccc(/C([O-])=C(/C(=S)Nc2ccc(C)c(C)c2)n2c[n+](C)c3ccccc32)cc1OC,-13%,-12%,0%,5%[10 µM],0%,3%,4%,4%
Cc1cccc(Nc2nc3c(S(=O)(=O)c4ccc(Br)cc4)nnn3c3ccsc23)c1C,-2%,16%,.,.,.,18%[76.3 µM],?,.
O=[N+]([O-])c1ccccc1/C=N/n1c(-c2cccnc2)n[nH]c1=S,-22%,?,-20%,.,-8%,0%,0%,15%
Cc1ccc(-c2ccc(S(=O)(=O)N3CCN(C)CC3)cc2)cc1,-3%,7%,1%,6%,.,14%,1%,11%
COc1ccc(-n2ccn3c(CC(C)(C)CC(=O)O)nnc3c2=O)cc1,-4%,-10%,.,.,.,-16%[76.3 µM],3%,.
O=C(O)c1ccc(-c2ccccc2C(F)(F)F)s1,4%[126 µM],-3%[126 µM],-3%[119 µM],1%[96.6 µM],.,.,8%[126 µM],0%[119 µM]
CCCCCCN1CC(O)=C(c2ccccc2)C1=N,-13%,-16%,1%,-10%,-3%,-3%,1%,6%
Cn1nc(CC(=O)NC2CCCCC2)c2ccccc2c1=O,-6%,-3%,1%,-2%[10 µM],-4%,-12%,8%,3%
CCn1c(SCC(=O)Nc2nc(C)cs2)nnc1-c1cccnc1,8%,6%,1%,0%[10 µM],-1%,-5%,-7%,-10%
Cc1ccc(/C(N)=N/OC(=O)c2cc(-c3ccccc3)nc3ccccc23)cc1,2%,-5%,2%,-8%,2%,6%,7%,10%
COc1nccnc1NS(=O)(=O)c1ccc(N=Cc2c(C)[nH]n(-c3ccc(C)c(C)c3)c2=O)cc1,-5%,-23%,-8%,-80%[inhibitor],-2%,0%,10%,-1%
CCOC(=O)C1(CC2CCCCO2)CCN(S(=O)(=O)c2ccc(OC)cc2)CC1 (stereo not drawn),-14%,-9%,-1%,-8%[10 µM],10%,-13%,3%,0%
Cc1ccc(CSCC(=O)N/N=C/c2ccc(OCC(=O)Nc3ccc(C)cc3)cc2)cc1,-19%,-9%,-4%,-36%,2%,-1%,?,1%
CC1(C)OC(=O)C(=CNC(CO)C(=O)O)C(=O)O1 (stereo not drawn),-4%,-3%,5%,-21%,9%,6%,1%,-8%
O=C(CCc1nc2ccccc2c(=O)[nH]1)Nc1ccc(N2CCCCC2)cc1,1%,10%,-9%,.,-3%,2%,-4%,-1%
O=C(CSc1nnnn1-c1cccc(F)c1)Nc1nc2ccccc2s1,-7%,-4%,-2%,7%[1.9 µM],-3%,-6%,-1%,-3%
CCCCCn1c(C)c2c(OCC)cccc(=O)c2c1C,9%[0.0958 µM],.,-5%,0%[10 µM],.,0%,-1%[0.0958 µM],-11%
Cc1nn(CCOc2cccc(Br)c2)c(C)c1[N+](=O)[O-],-25%,-17%,-4%,-6%[10 µM],0%,26%,-10%,-2%
COc1cccc(-c2cc(C(=O)NCc3ccco3)no2)c1,-12%,-14%,2%,-45%[inhibitor],-4%,5%,-5%,-1%
COc1ccc(NC(=O)c2cc3c(=O)n(C)c4ccccc4c3s2)cc1OC,-9%,-9%,-3%,-23%,1%,4%,-3%,-8%
O=C(c1ccccc1)N1CCN(c2ccc([N+](=O)[O-])c(N3CCOCC3)c2)CC1,0%,?,-4%,2%[10 µM],-2%,2%,-5%,-4%
CCc1ccccc1NC(=O)c1nnn(-c2ccc(F)cc2)c1C,-25%,-14%,.,.,.,-12%[76.3 µM],-6%,.
Cn1ccnc1,-6%,-11%,4%,8%[1.9 µM],.,.,2%,4%
CCCCNC(=O)c1onc(CSc2ccccc2C)c1C(=O)O,-4%,-2%,-4%,-11%,?,-2%,0%,3%
COc1cc(NC(=O)c2ccccc2-c2ccccc2)cc(OC)c1,-11%,-2%,2%,.,-7%,-7%,-11%,1%
C=CCN1C(=Nc2cccnc2)SCC1(O)c1ccc(C)cc1 (stereo not drawn),-10%,-8%,-6%,-23%,-2%,-7%,-3%,4%
CN1CCN(c2nc3c(c(=O)[nH]c(=O)n3C)n2CCSc2ncccn2)CC1,3%,3%,4%,-14%,-8%,7%,-1%,4%
Cc1cc(C)cc(NC(=O)Cn2c(=O)oc3cc(S(=O)(=O)N4CCC(C)CC4)ccc32)c1,-26%,-4%,0%,-74%[inhibitor],-3%,-12%,-10%,-2%
O=C(O)c1ccc(NC(=O)C2CC=CCC2C(=O)O)cc1 (stereo not drawn),-6%,-3%,-7%,-37%,6%,3%,-11%,2%
CCOn1c(=O)c(=O)n(OCc2ccccc2)c2ccccc21,5%,-3%,-3%,-2%[10 µM],-6%,-16%,2%,-1%
O=C(O)CN(c1ccccc1F)S(=O)(=O)c1ccccc1,-8%,-13%,-4%,-20%,-3%,-1%,-7%,-16%
COc1ccc(C(=O)c2coc3c2C(=O)C(=O)c2ccccc2-3)cc1,?,2.8µM*,9%,20%[10 µM],.,-4%,?,12%
CCc1ccc(C2c3[nH]c4ccccc4c3CCN2C(=O)c2cc(C)nn2C)cc1 (stereo not drawn),-10%,-9%,-12%,.,2%,-13%,4%,-1%
COc1ccc(N(C(=O)CCl)C(C(=O)NCCc2ccccc2)c2cccs2)cc1 (stereo not drawn),-6%,-14%,-4%,-84%[inhibitor][10 µM],-6%,5%,13%,-4%
Cn1cc([N+](=O)[O-])c(C(=O)Nc2cc(Oc3ccccc3)cc([N+](=O)[O-])c2)n1,?,-13%,-10%,?,-5%,5%,3%,-10%
O=C(Nc1ccc2c(c1)C(=O)N(CC1CCCO1)C2=O)c1cccc(Br)c1 (stereo not drawn),?,-18%,9%,-15%,?,4%,?,10%
CN(Cc1ccccc1)C(=O)COC(=O)/C=C/c1ccco1,3%,-14%,2%,-5%,2%,5%,-2%,0%
COc1cccc(-c2nnc(SCC(=O)OC(C)C)n2Cc2ccco2)c1,-2%,-10%,0%,4%,-1%,-2%,-2%,-2%
COc1ccc(NC(=O)COC(=O)CCNS(=O)(=O)c2ccc(Cl)cc2)cc1,-7%,.,-5%,6%[10 µM],.,3%,-6%,6%
CCOc1ccc(Cn2ccnc2)cc1[N+](=O)[O-],3%,3%,-6%,18%[10 µM],1%,4%,7%,0%
O=C(Cn1[nH]c(=O)c2ccccc2c1=O)NC1CCN(Cc2ccccc2)CC1,-6%,-1%,-9%,15%[10 µM],-12%,5%,-6%,-5%
COc1ccc(-n2c(CN3CCC(C(N)=O)CC3)nc3ccc([N+](=O)[O-])cc3c2=O)c(OC)c1,-10%,?,2%,-38%[inhibitor],0%,22%,0%,-1%
COc1ccc2[nH]cc(CCNC(=O)Nc3ccccc3C)c2c1,-12%,-9%,.,.,.,-8%&6%[76.3 µM],12%,.
Cn1c(C(=O)N2CCN(c3nc4ccccc4s3)CC2)cc2sccc21,0%,-17%,-4%,2%,-2%,0%,1%,-1%
COc1ccc(Nc2nnc(SCC(=O)N3CC(=O)Nc4ccccc43)s2)cc1,-23%,?,0%,-7%[10 µM],.,-10%,5%,-7%
Cc1nnc(SCC(=O)N2CCN(S(=O)(=O)c3ccc(Cl)cc3)CC2)[nH]c1=O,-2%,-9%,4%,7%[10 µM],-11%,-16%,2%,7%
Cc1cc2oc3c(c(=O)c2cc1C)C(c1ccc(C(C)C)cc1)N(c1nc(C)c(C)s1)C3=O (stereo not drawn),-7%,-1%,.,.,.,-9%[76.3 µM],4%,.

# As a working copy, some entries already given:
SMILES,Tau fluor cs,Tau ThT inhib,GAA spleen mod,HTT cytoprotect,GAA inhib,GAA glycogen mod,Tau fibril FP,aGal spleen mod
Cc1ccc(C2CC(c3cccc(Br)c3)Nc3nnnn32)cc1 (stereo not drawn),-10%,-13%,19%,26%[10 µM],-3%,-11%,5%,6%
O=C(c1cc2ccccc2oc1=O)N(Cc1cccs1)Cc1cccs1,-14%,-16%,-14%,1%[10 µM],-8%,4%,-9%,-9%
COC(=O)C1=C(C)NC(C)=C(C(=O)OCCSc2ccccc2)C1C (stereo not drawn),?,-15%,1%&2%,-99%[inhibitor],.,.,8%,-6%&10%
O=C(NCc1ccco1)c1csc2c1CCCC2,1%,-8%,-1%,-4%[10 µM],1%,5%,8%,2%
